Compound activity as filed in PubChem BioAssay.
M4 PAM: CHRM4 positive allosteric modulation | AID 624126 | hit rate 0.4% among 360,000 | activation, % at 3 µM | CHO-K1 hM4/Gqi5, Fluo-8 calcium fluorescence, ACh EC20; 0% = ACh EC20, 100% = maximal ACh;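 active = activation above its plate's cutoff, the mean activation of sample wells plus 3 SD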; note: some results filed as inactive read as strong as hits
Target sequence (P08173 whole entry, looked up): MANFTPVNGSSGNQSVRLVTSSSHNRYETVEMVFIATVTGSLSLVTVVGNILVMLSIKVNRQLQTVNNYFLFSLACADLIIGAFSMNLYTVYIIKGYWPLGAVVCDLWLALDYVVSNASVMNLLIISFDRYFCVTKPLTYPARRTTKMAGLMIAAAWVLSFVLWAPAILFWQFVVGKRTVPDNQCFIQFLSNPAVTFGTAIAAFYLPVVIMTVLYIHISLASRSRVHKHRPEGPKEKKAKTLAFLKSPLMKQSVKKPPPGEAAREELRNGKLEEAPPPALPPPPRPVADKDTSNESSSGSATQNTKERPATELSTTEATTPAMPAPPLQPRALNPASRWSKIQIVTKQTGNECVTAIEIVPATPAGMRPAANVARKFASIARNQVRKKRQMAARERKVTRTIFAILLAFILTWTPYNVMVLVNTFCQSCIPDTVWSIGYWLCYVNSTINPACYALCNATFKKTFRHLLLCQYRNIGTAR
CHRM1 antagonist: antagonists of human M1 muscarinic receptor; P11229; CHO-K1 hM1, Fluo-8 calcium fluorescence, ACh EC80 antagonist; inhibition, % at 3 µM; hit rate 1.3% among 360,000; AID 588852;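 active = percent inhibition above its own plate's cutoff, namely the mean of that plate's compound wells plus 3 SD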;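 note: peak over basal fluorescence ratio during 140 s after agonist addition; 0% = ACh EC80 plus DMSO and 100% = DMSO alone without agonist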
Target sequence (P11229 whole entry, looked up): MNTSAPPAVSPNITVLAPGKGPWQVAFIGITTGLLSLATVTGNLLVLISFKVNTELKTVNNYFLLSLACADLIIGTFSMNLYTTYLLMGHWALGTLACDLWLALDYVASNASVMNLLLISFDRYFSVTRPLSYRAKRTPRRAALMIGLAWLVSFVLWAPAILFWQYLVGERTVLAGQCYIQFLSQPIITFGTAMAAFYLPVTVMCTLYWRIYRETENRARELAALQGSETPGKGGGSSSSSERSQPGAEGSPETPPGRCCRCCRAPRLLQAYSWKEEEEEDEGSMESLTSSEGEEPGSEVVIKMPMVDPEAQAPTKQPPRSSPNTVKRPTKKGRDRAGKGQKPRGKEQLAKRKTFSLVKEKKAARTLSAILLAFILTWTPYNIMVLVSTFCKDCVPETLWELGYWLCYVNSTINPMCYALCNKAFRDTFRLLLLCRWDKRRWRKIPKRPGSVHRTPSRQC
CRFR2-BP ag: agonists of human CRF-binding protein/CRF-R2 receptor complex | hit rate 0.46% among 350,000 | HEK293 CRF-R2/CRF-BP, calcium dye fluorescence (FLIPR); percent of saturating CRF peptide response | activation, % at 13.2 µM;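 active = activation of at least 50%, plus an integration ratio under a set limit after plate pattern correction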;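 note: plate controls were neutral control wells without compound for no effect and CRF at EC100 for full effect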
M5 antag: CHRM5 antagonism in calcium assay; CHO-hM5 cells, Fluo-8 calcium fluorescence, ACh EC80; inhibition, % at 3 µM; hit rate 0.59% among 360,000; AID 624040;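 active = inhibition above a per-plate cutoff, the mean of that plate's test compounds plus 3 SD, cut at about 27% in these data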;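 note: 0% = acetylcholine EC80 with DMSO and 100% = DMSO without agonist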
CHRM1 PAM: human CHRM1 positive allosteric modulation; P11229; AID 588819; activation, % at 3 µM; hit rate 0.088% among 360,000; CHO-K1 hM1, Fluo-8 calcium fluorescence, ACh EC20; 0% = ACh EC20, 100% = maximal ACh; in the data active = activation above about 19%, passing the limit was not always enough
M4 antag: antagonists of human muscarinic M4 receptor (CHRM4); P08173; CHO-hM4 cells, ACh EC80, Fluo-8 calcium fluorescence; inhibition, % at 3 µM; hit rate 0.73% among 360,000; AID 624125;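 active = inhibition above its plate's cutoff, the mean inhibition of sample wells plus 3 SD, cut at about 27% in these data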;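 note: 0% = acetylcholine EC80 with DMSO and 100% = DMSO without agonist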
M4 ag: agonists of human muscarinic M4 receptor (CHRM4) | P08173 | CHO-K1 hM4/Gqi5, Fluo-8 calcium fluorescence; vehicle 0%, full acetylcholine response 100% | activation, % at 3 µM | hit rate 0.14% among 360,000;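 active = activation above the run mean over all test wells plus 3 SD, cut at about 32% in these data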;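 note: peak over basal fluorescence ratio per well then scaled between controls; 0% = DMSO wells and 100% = acetylcholine at EC100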
M5 PAM: positive allosteric modulators of human muscarinic M5 receptor. hit rate 0.3% among 360,000. activation, % at 3 µM. CHO-K1 hM5, Fluo-8 calcium, ACh EC20 PAM; 0% = ACh EC20, 100% = ACh EC100. P08912;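 active = activation above the run cutoff, the mean activation of all test compounds plus 3 SD, cut at about 18% in these data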
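Measured by: Fluo-8 calcium fluorescence; material: human M5 receptor in CHO-K1 cells; schedule: Post-acetylcholine fluorescence recording 140 s; benchmarks: low control EC20 acetylcholine (0%), high control EC100 acetylcholine (100%); read-out: Max/basal fluorescence ratio as % of EC20–EC100 ACh window; compound: single dose, 3 µM nominal final test concentration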
M5 ag: CHRM5 agonism in calcium assay | P08912 | CHO-K1 hM5 cells, Fluo-8 calcium fluorescence; 0% DMSO wells, 100% maximal acetylcholine response | activation, % at 3 µM | hit rate 0.19% among 360,000 | AID 624037;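 active = activation above the run's mean over test compounds plus 3 SD, cut at about 23% in these data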;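 note: signal is peak over basal fluorescence ratio across the kinetic read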
Numbers without * were called inactive; / = not tested or not shown.

Molecule	M4 PAM	CHRM1 antagonist	CRFR2-BP ag	M5 antag	CHRM1 PAM	M4 antag	M4 ag	M5 PAM	M5 ag
CCS(=O)(=O)n1nc(-c2ccco2)nc1SC	2	-3	-1.7	-6	6	-5	0	1	0
Cc1ccc(C2=NN(C(=O)CSc3nc(N)cc(N)n3)C(c3ccco3)C2)cc1 (stereo not drawn)	2	-4	0.1	6	13	2	3	1	-3
Cc1ccc(CSc2nnc(SCC(=O)N/N=C/c3ccc(C(=O)O)cc3)s2)cc1	3	-3	3.3	2	5	-16	0	0	-1
CC1CC(C)CN(CCCNC(=O)c2nn(C)c3c2CS(=O)(=O)c2ccccc2-3)C1 (stereo not drawn)	-7	-2	1.1	5	-2	4	0	-1	-4
O=c1c2ccccc2nc(/C=C/c2ccccc2)n1CCc1ccccc1	5	-13	6.2	-5	9	-14	0	5	-2
O=C(c1ccc(Br)o1)N1CCN(c2ccccn2)CC1	-10	6	1.5	-5	-1	12	4	0	1
COc1ccc(C(=O)NNC(=O)c2ccc3ccccc3n2)cc1	4	-8	0.8	8	6	-11	1	-10	1
CCc1noc(C)c1C(=O)N1CCCC(CCC(=O)NCc2cccc(OC)c2)C1 (stereo not drawn)	1	-5	-0.9	-5	12	1	2	2	-1
Nc1cc(N)nc(SCc2ccc(Cl)cc2)n1	-6	-10	-0.1	12	4	3	2	-4	0
CCN(CC)S(=O)(=O)c1cccc(NC(=O)CSc2nnc(N)s2)c1	-3	-11	0.0	-3	5	-5	3	4	2
O=C1CCCCC(=O)[C@H](O)C[C@H](COCc2ccccc2)O1	6	/	/	3	/	0	0	-7	3
C[C@@H]1CN([C@@H](C)CO)C(=O)c2cc(NC(=O)C3CCCCC3)ccc2O[C@@H](C)CCCCO[C@H]1CN(C)S(=O)(=O)c1ccc(Cl)cc1	0	-13	6.8	-6	0	-12	0	0	-3
Cc1cc2c(o1)CC(C)(C)CC2=O	5	-11	0.1	6	15	-5	3	-13	-1
COc1cccc(C(=O)NN/C(C)=C/C(=O)C(F)(F)C(F)(F)C(F)(F)F)c1	-1	9	5.2	6	-4	2	0	-6	-3
CCN(CC)S(=O)(=O)c1cccc(-c2nnc(SC(C)C(N)=O)n2CCc2ccccc2)c1 (stereo not drawn)	-7	-13	-1.8	9	-6	-6	7	-5	-2
Cc1noc(C)c1CSc1nc2sc3c(c2c(=O)n1C)CCCC3	-1	0	1.1	-1	1	-2	0	3	2
COc1cccc(C(=O)/C=C/c2ccc(N3CCCCC3)c([N+](=O)[O-])c2)c1	-3	-7	-3.1	1	4	13	-1	0	-5
COC(=O)C1=C(C)NC(=O)C1(NC(=O)c1cccnc1)C(F)(F)F (stereo not drawn)	0	-5	0.8	5	1	-2	1	1	0
O=C(O)c1cc(S(=O)(=O)Nc2cccc(Oc3ccccc3)c2)ccc1Br	5	-8	-1.2	9	11	7	0	1	-3
COc1ccc(C#Cc2cnc3c(c2)C(=O)N([C@H](C)CO)C[C@H](C)[C@@H](CN(C)C(=O)Nc2cccc(OC)c2)O3)cc1	4	-9	-0.4	4	7	-6	6	-2	-1

Pulled by structure from the list above, 4 records:
Molecule	M4 PAM	CHRM1 antagonist	CRFR2-BP ag	M5 antag	CHRM1 PAM	M4 antag	M4 ag	M5 PAM	M5 ag
COC(=O)C1=C(C)NC(=O)C1(NC(=O)c1cccnc1)C(F)(F)F (stereo not drawn)	0	-5	0.8	5	1	-2	1	1	0
O=c1c2ccccc2nc(/C=C/c2ccccc2)n1CCc1ccccc1	5	-13	6.2	-5	9	-14	0	5	-2
COc1ccc(C(=O)NNC(=O)c2ccc3ccccc3n2)cc1	4	-8	0.8	8	6	-11	1	-10	1
Cc1noc(C)c1CSc1nc2sc3c(c2c(=O)n1C)CCCC3	-1	0	1.1	-1	1	-2	0	3	2

Following part.
Molecule	M4 PAM	CHRM1 antagonist	CRFR2-BP ag	M5 antag	CHRM1 PAM	M4 antag	M4 ag	M5 PAM	M5 ag
COc1ccc(S(=O)(=O)N[C@H](C(=O)O)C(C)C)cc1	3	17	1.6	-6	-6	-11	0	3	-1
COC(=O)c1cc(Br)cn1S(=O)(=O)c1ccccc1	1	-13	0.8	3	11	-3	0	2	-4
O=C(O)COc1ccc2c(c1)O/C(=C\c1ccco1)C2=O	-5	-14	-0.8	10	15	-2	1	-2	-1
CCc1nc2nc(C)c(NS(=O)(=O)c3ccc(CC(C)C)cc3)c(=O)n2[nH]1	2	6	-1.4	19	3	-4	1	5	-1
O=C(NCCc1ccccc1)c1cc2ccccc2oc1=O	3	-1	-0.2	8	-2	-7	1	-3	2
Cc1cccc(N2CCN(C(=O)COc3ccc4c(C)cc(=O)oc4c3C)CC2)c1C	-7	3	-0.9	2	-5	-1	11	-7	-4
CC(=O)C1C(c2ccc3ncccc3c2)NC(=O)NC1(O)C(F)(F)F (stereo not drawn)	-3	-3	-0.2	0	2	-5	1	-4	0
CCc1cc(-c2nnn(CCC3COCCO3)c2CC)ccc1-c1cn(CCc2c[nH]c3ccccc23)nn1 (stereo not drawn)	-6	4	-0.8	12	-8	-1	11	-3	1
CC(NC(=O)CCC1COc2ccccc2O1)c1ccccc1 (stereo not drawn)	-5	8	-2.9	-1	0	-2	2	-4	1
Nc1nc(N)nc(-c2ccc(Cl)cc2)n1	-6	17	-0.8	3	-12	12	1	2	0
CC/C(=N/Nc1ccccc1)c1cnnc(-c2ccccc2)n1	-5	-1	3.3	4	13	-3	0	-2	0
CCOc1ccc(OCCC(=O)Nc2ccc(F)cc2C)cc1	3	-13	-0.6	-1	9	-16	1	4	-8
CCOC(=O)CSc1nnc(CNC(=O)c2cccc(C)c2)n1-c1ccccc1OC	4	-13	1.5	2	-2	6	0	1	-2
CCOC(=O)COc1ccccc1/C=C\[N+](=O)[O-]	-9	-6	8.8	17	8	27*	4	-3	-1
CCCCC1=CC2=CC(=O)C(C)(OC(=O)CC)C(=O)C2=CN1c1ccc(OC)cc1 (stereo not drawn)	-1	7	0.7	10	1	7	1	-1	1
O=c1[nH]c(CSc2ncc(-c3ccc(F)cc3)n2Cc2ccco2)nc2ccccc12	-12	17	0.2	11	-10	15	10	3	-1
CCOc1ccc(OCC)c(S(=O)(=O)NCCCN2CCOCC2)c1	6	-11	-2.6	-6	8	-6	1	1	0
Cc1cccc(CC(C)NC(=O)CCc2nnc(-c3ccccc3)o2)n1 (stereo not drawn)	7	-18	0.9	3	11	-9	0	3	-1
O=S(=O)(c1ccccc1)N1CCN(CCc2ccccc2)CC1	4	-4	-0.1	8	5	9	2	-2	-2
COc1cccc(Cn2c3ccc(NC(=O)CC(C)C(F)(F)F)cc3c(=O)n2C)c1 (stereo not drawn)	10	-4	/	-2	1	-11	6	-2	2
O=C(Nc1cc(Cl)cc(Cl)c1)N1CCCC1	-10	10	-2.9	22	0	10	9	-12	1
C#CCOCCOCCOCCNc1nc(N2CCOCC2)nc(N2CCN(C(=O)CCCCCCCCCCNC(=O)[C@H](CO)n3cc(CCCSC)nn3)CC2)n1	-4	5	-0.3	13	-9	0	7	-11	2
COc1ccc(NC(=O)CN(C)S(=O)(=O)c2ccc(Br)s2)cc1	-7	-11	-2.1	-4	13	-9	6	8	-1
CC1CCCC(C)N1C(=O)COC(=O)/C=C/c1ccc(Br)o1 (stereo not drawn)	5	-9	0.4	11	6	-8	1	-2	-7
Cc1ccc(N2CC(C)Cn3c2nc2c3c(=O)[nH]c(=O)n2C)cc1 (stereo not drawn)	9	-13	-13	-2	16	-33	-1	1	-7
CCOC(=O)Cc1csc(NC(=O)c2sc3nc4ccc(C)cc4cc3c2N)n1	10	-6	0.8	5	34*	1	3	2	5
N=c1c2c(-c3ccccc3)c(-c3ccccc3)n(Cc3ccco3)c2ncn1Cc1ccccc1	-6	0	1.2	3	1	2	2	4	-5
Cc1nc2cc(N=NC3=C(O)CCCC3=O)ccc2s1	3	-11	-0.1	5	12	7	1	2	-2
Cc1cccc(C)c1NC(=O)CNC(=O)CN1C(=O)NC2(CCc3ccccc32)C1=O (stereo not drawn)	7	2	0.4	4	2	7	1	-1	3
Cc1ncc(C[n+]2csc(C)c2C)c(N)n1	17	-3	0.3	-8	8	10	0	22*	-6
O=C(c1ccc2ccccc2n1)N1CCN(c2ccccc2)CC1	0	-3	-0.8	-3	2	14	2	2	1
CN1C(=O)c2ccccc2C(C(=O)NCc2ccco2)C1c1c[nH]c2ccccc12 (stereo not drawn)	-3	-6	1.1	-5	-12	-18	6	3	-1
CCN(CC)CCCNC(=O)/C=C/C(=O)O	1	-11	0.4	-2	9	-1	1	11	0
Cc1ccc(Nc2nc(N)nc(CSc3nc(C)cc(C)n3)n2)cc1	-2	-7	3.6	-2	2	3	0	-12	-7
COc1ccc(-n2nc(C#N)c(Cl)cc2=O)cc1	0	6	-1.1	9	1	4	0	1	-4
CCOc1ccc(NC(=O)CN(C)C(=O)CCCc2c[nH]c3ccccc23)cc1OCC	-10	-11	-0.8	9	1	7	4	-5	3
CC(=O)c1csc(-c2ccccc2)n1	2	-1	-0.5	7	1	-9	1	-1	1
COc1ccccc1CNC(=O)COC(=O)c1n[nH]c2ccccc12	-4	13	1.3	-1	-5	2	10	-5	5
O=C(NNC(=O)c1ccccc1-n1cccc1)c1ccc(Cl)nc1	6	0	-0.3	-5	14	-9	1	10	3
COC(=O)C1=C(CS(=O)(=O)c2ccc(Cl)cc2)NC(=O)NC1c1ccc(O)cc1 (stereo not drawn)	-1	5	1.0	12	3	-5	0	-4	-5
COc1ccc(C(C#N)c2ccc(Cl)nn2)cc1 (stereo not drawn)	7	4	1.0	-5	-2	2	2	6	2
Cc1cccc(N(C(=O)CNC(=O)c2cccs2)C(C(=O)NC2CCCC2)c2ccncc2)c1 (stereo not drawn)	2	-6	-0.5	0	3	-5	0	1	-3
COc1ccc(OC)c2[nH]c(=O)c(CCNC(=O)Cc3cccs3)cc12	2	-8	-1.4	7	10	3	1	-3	-2
CN(C)CCCNC(=O)c1ccc(-c2cc3nc(NCc4cccnc4)n(C)c(=O)c3s2)cc1	6	-24	/	-10	14	-23	0	2	0
O=C(N/N=C/c1ccccc1OCC(=O)N1CCCC1)C(=O)Nc1ccccc1F	-4	-1	-0.9	-2	6	4	6	-5	0
CC(C)NC(=O)C(=O)NC1CCCCCC1	5	-10	0.9	3	5	-3	1	1	-5
CCOc1ccc(C2=CSC3=NCCN23)cc1[N+](=O)[O-]	-1	-4	-1.7	0	0	0	1	2	-2
O=C(CCc1nc2ccccc2c(=O)[nH]1)OCc1ccccc1F	4	-7	2.0	2	7	4	0	-4	-1
CCN(CC)CCOC(=O)c1ccc(NC(=O)CCNC(=O)Cn2ccc3ccccc3c2=O)cc1	0	-3	1.6	5	-1	-3	5	-3	-9
Cn1c(=O)c2c(-c3ccccc3)n(-c3cccc(O)c3)cc2n(C)c1=O	-6	-9	/	8	-4	8	11	-7	6
